# Screening results: PubChem BioAssay, National Center for Advancing Translational Sciences (NCATS)
# HttQ103 aggreg: reduces HttQ103-GFP aggregates in PC12 cells. PC12 HttQ103-GFP aggregates, Acumen cytometry, 40 h. Potency, µM (highest dose often 46.1 µM), without a hit: top-dose activity change, negative = inhibition, hits mostly inhibitors. 1.1% of 220,000 active. AID 1688; further: potency means the concentration at half of the fitted maximal effect; on the % scale 0 is the no-effect control and ±100 the full control effect; nearly all actives have a fitted effect of over 60% in size
#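 Ecdysone-promoter PC12 model expressing HTT exon 1 Q103 fused to GFP, induced by tebufenozide at 100 nM final. Compounds titrated; aggregates sized 1–25 µm scored on a 488 nm laser cytometer.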
# KinaseGlo FLuc: Kinase-Glo luciferase inhibition (counter-screen); 0.28% of 200,000 active; Potency, µM (doses to about 38.3 µM), inactives show at the top dose activity change, negative = inhibition, most hits filed as inhibitors; Kinase-Glo luciferase, ATP luminescence, 8 min; Q27757; further: potency means the concentration at half of the fitted maximal effect; on the % scale 0 is the no-effect control and ±100 the full control effect; nearly all actives have a fitted effect of over 60% in size
#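 Recombinant Kinase-Glo luciferase, 10 uM ATP (linear range), luciferin; imidazole pH 7.2 / KCl / MgCl2 / Tween / BSA buffer; 8 min RT; luminescence.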
# HTT cytoprotect: Huntington cell model cytoprotection by ATP luminescence; PC12 HTT-Q103 induced, cytoprotection, ATP luminescence, 40 h; 0.14% of 230,000 active; Potency, µM (series often up to 56.4 µM), inactives show cytoprotection (ATP increase), actives largely listed as activators;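 further: potency means the concentration at half of the fitted maximal effect; % of control where 0% means no effect; nearly all actives have a fitted effect of over 45% in size; toxic huntingtin expression switched on by the ecdysone agonist tebufenozide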
#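 Rat PC12, Q103 Htt exon1-GFP fusion, ecdysone promoter; tebufenozide inducer 100 nM final; compound titration; qHTS, 1500 cells/well; ATPlite luminescent read.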
# IMPase Li cell: membrane-permeable IMPase blocker, potentiated with lithium; 0.35% of 210,000 active; CHO-M1 cells, IP1 TR-FRET (IP-One), carbachol + lithium; Potency, µM (titrated, usually from 59.4 µM), for inactives: at the highest dose activity, negative = IMPase inhibition, usual class: inhibitors;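 further: IP1 builds up when IMPase is blocked and the TR-FRET signal falls; potency means the concentration at half of the fitted maximal effect; plate controls were basal vehicle for no effect and high inhibitor control for full effect; nearly all actives have a fitted effect of over 50% in size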
#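 Readout is a homogeneous TR-FRET IP1 immunoassay (Ex 320, Em 665 and 620), where raised cytosolic IP1 lowers signal. Cells were CHO-M1 treated 30 min at 37C with test compounds plus a little lithium; AC50 values came from Hill-equation fitting.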
# LMNA splice mod: LMNA splicing modulation; Potency, µM (top dose mostly 46.1 µM), for inactives: at the highest dose ratio change, negative = inhibition, usual class: inhibitors; HeLa LMNA splicing GFP/RFP minigene ratio, 48 h; 0.01% of 200,000 active; active means well fitted inhibition curve with a large enough effect in the signal ratio, with a control signal flat, not every such curve was filed as active; inconclusive means small, poorly fitted or top-dose-only effect, or effect the other way, or a change in a side signal; the % refers to the signal ratio; further: potency means the concentration at half of the fitted maximal effect; on the % scale 0 is the no-effect control and ±100 the full control effect
#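 Read-out is the ratio of GFP to DsRed2 object intensity, acquired by 488 nm laser-scanning cytometry on HeLa lamin A-EGFP minigene reporter cells. Compound incubation 48 hrs at 37 °C in Opti-MEM with 2% FBS; DMSO 0.5% final.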
# SMN2 splice up: increases expression of the SMN2 splice variant; HEK293 SMN2-luciferase splicing reporter, luminescence, 30-36 h; Potency, µM (highest dose often 46.1 µM), inactives show at the highest dose activity change, positive = activation, actives largely listed as activators; 2.8% of 210,000 active; further: potency means the concentration at half of the fitted maximal effect; % of control where 0% means no effect; nearly all actives have a fitted effect of over 55% in size
#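 qHTS luciferase splicing reporter: luminescence rises when SMN2 exon 7 is included in transfected HEK293 cells. Compound exposure lasted 30-36 h at 37C, with 4.5 mM final sodium butyrate as control, followed by a ONE-Glo read.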
# CBFb-RUNX1 inh: inhibitors of human CBF-beta and RUNX1 interaction; 230,000 tested, under 10 active; Q01196+Q13951; AlphaScreen CBFb-His/RUNX1-biotin binding, biochemical; AID 1477; Potency, µM (doses to about 59.8 µM), inactives show at the top dose activity, negative = inhibition, most hits filed as inhibitors; further: % of control where 0% means no effect
# Target sequence (Q01196 whole entry, looked up): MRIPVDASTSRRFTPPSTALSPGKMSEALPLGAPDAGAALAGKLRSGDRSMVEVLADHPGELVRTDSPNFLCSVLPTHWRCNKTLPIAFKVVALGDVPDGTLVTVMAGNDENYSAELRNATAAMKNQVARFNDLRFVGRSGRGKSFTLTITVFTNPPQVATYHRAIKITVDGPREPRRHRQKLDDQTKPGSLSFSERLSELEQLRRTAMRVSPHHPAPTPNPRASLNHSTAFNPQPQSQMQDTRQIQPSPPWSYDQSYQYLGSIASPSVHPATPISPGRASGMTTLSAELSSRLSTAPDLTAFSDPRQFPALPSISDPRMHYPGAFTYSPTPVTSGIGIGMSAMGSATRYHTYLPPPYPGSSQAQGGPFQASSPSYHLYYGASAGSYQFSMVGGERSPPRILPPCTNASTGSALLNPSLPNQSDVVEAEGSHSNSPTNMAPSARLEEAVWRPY
# Target sequence (Q13951 whole entry, looked up): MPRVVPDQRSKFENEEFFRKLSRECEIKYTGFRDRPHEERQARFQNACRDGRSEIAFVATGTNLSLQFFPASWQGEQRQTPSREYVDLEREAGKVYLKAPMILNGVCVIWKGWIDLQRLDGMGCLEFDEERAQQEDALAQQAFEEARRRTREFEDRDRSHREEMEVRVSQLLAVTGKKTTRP
#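 CBFb-His/RUNX1-biotin, 30 nM each, preincubated 20 min RT; compound 15 min RT; Ni + streptavidin beads 50 ng each, 90 min RT; AlphaScreen read.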
# Starred values were filed as active, the others as inactive; ? = inconclusive; · = no result given; & = joins results of further samples; [ ] = dose if it differs, or a comment. Unless noted, the call rests on the fitted dose curve; in most records, active means well fitted curve in the direction sought with a large enough effect; inconclusive means small, poorly fitted or top-dose-only effect, or another doubt; inactive means no such curve, though single readings can be large; an effect the other way counts as inactive or inconclusive.
SMILES,HttQ103 aggreg,KinaseGlo FLuc,HTT cytoprotect,IMPase Li cell,LMNA splice mod,SMN2 splice up,CBFb-RUNX1 inh
O=C(O)CCC/C=C\C[C@@H]1CO[C@H](C(F)(F)F)O[C@@H]1c1ccccc1O,·,7%,-1%,12%,·,·,-2%[21.7 µM]
O=C1Nc2ccc(S(=O)(=O)N3CCCC3C(=O)O)c3cccc1c23 (centres undefined),-5%,-1%,-11%,9%[38.3 µM],-7%,-13%,2%
CCCN1C(=O)/C(=c2\sc3nc(=O)c(Cc4ccc(C)cc4)nn3c2=O)c2ccccc21,16%,1%,-17%,-4%,?,-8%,-9%
Cc1cc(O)ccc1NC1=CC(=O)CC(C)(C)C1,-16%,-1%,·,-1%,-5%,-4%,-4%
COc1ccc(C(=O)Nc2cc(C)cc(C)c2)cc1S(=O)(=O)N1CCOCC1,-18%,0%,8%,-10%[38.3 µM],4%,18%,3%
COCCn1c(=S)[nH]c2cc(C(=O)NCCc3ccc(OC)c(OC)c3)ccc2c1=O,-10%,1%,7%,-14%[38.3 µM],3%,-24%,-1%
COc1ccccc1/C=C/C=N/n1c(-c2ccc(Cl)cc2Cl)n[nH]c1=S,-6%[9.22 µM],·,18%[10 µM],·,·,·,-11%
COc1ccc2c(c1)C(=O)N(c1ccccc1OC)C(=O)C2,2%,-1%,14%[10 µM],3%[38.3 µM],7%,2%,-1%
O=C(COC(=O)c1ccc(S(=O)(=O)N2CCCC2)cc1)NCc1ccccc1,-4%,1%,-6%,-3%[38.3 µM],-2%,-46%[inhibitor],2%
CC1CCCN(S(=O)(=O)c2ccc(S(=O)(=O)N3CCC4(CC3)OCCO4)cc2)C1 (centres undefined),-11%,0%,20%[10 µM],1%,-6%,-22%,15%
COc1ccc(C(=O)Nc2cc(OC)nc(OC)n2)cc1,-21%,-27%,-25%[10 µM],0%,-13%,7.9µM*,0%
Cc1nc(Oc2ccc(Cl)cc2)c2oc3ccccc3c2n1,5%,-1%,8%,7%[38.3 µM],7%,-36%[inhibitor],1%
COC(=O)[C@@]1(Cc2ccc(OC)cc2)[C@@H]2C(=CC(=O)[C@H]2CC(=O)C(=O)N2CCCC2)CN1C(=O)c1ccccc1,·,-6%&-7%,7.1µM*,0%&-3%,5%,-9%&-54%,5%[2.36 µM]
CCOCCCn1c(SCC(=O)NCc2ccc3c(c2)OCO3)nc2ccccc2c1=O,-11%,-1%,-33%[inhibitor],7%,?,-13%,1%
Clc1ccc(Cn2ncc3c(NCc4ccco4)ncnc32)c(Cl)c1,?,2%,10%[0.074 µM],29%[38.3 µM],-28%,?,-6%
CCCS(=O)(=O)O,·,-2%[7.66 µM],-7%[10 µM],-3%,·,-5%[9.22 µM],·
CC12CCC(c3c(C(=O)N4CCOCC4)nn(-c4ccccc4)c31)C2(C)C (centres undefined),14%,-1%,-19%,4%,15%[46 µM],-3%,-12%
COCCN(CCOC)C(=S)Nc1cc(S(=O)(=O)N(C)C)ccc1C,-16%,-1%,-4%,9%,6%[46 µM],-2%,9%
O=C(O)C(Cc1c[nH]c2ccccc12)N1Cc2ccccc2C1=O (centres undefined),-4%,6%,-17%,-2%,·,·,2%
CCCC(=O)Nc1cccc(NC(=O)c2ccc3c(c2)OCCO3)c1,?,-19%,-40%[inhibitor],46%[activator][38.3 µM],-15%,13µM*,4%
Cn1nc(CC(=O)Nc2cccnc2N2CCOCC2)c2ccccc2c1=O,-19%,·,-12%[10 µM],·,0%,·,10%
Cc1ccc(S(=O)(=O)NC2=NCCC2)cc1,10%,1%,0%,6%[38.3 µM],-4%,5%,7%
CCOC(=O)CC(=O)CSc1nc(N)c(C#N)c(-c2ccc(F)cc2)c1C#N,?,·,-9%,·,4%,·,-1%
Cc1ccccc1CSCCC(=O)NCCC1=CCCCC1,6%,7%,8%[10 µM],11%,-14%,16%,4%
COc1cc(S(=O)(=O)Nc2ccc(C)cc2)ccc1N=Cc1c(C)[nH]n(-c2ccccc2)c1=O,1%,-13%,31%[10 µM],-2%,-15%,-57%[inhibitor],3%
COc1cc2c(cc1OC)C1(CCCCC1)CN(C)C2,19%[9.22 µM],·,3%[10 µM],·,12%[46 µM],·,6%
CC(Sc1nncn1C)C(=O)Nc1nnc(C(C)C)s1 (centres undefined),-18%,0%,20%[10 µM],23%[38.3 µM],-8%,-15%,7%
COC(=O)c1ccc(C(NC(=O)OCc2ccccc2)/C(F)=C/[C@@H](C)C(=O)NCc2cccnc2)cc1 (some centres undefined),·,-2%,0%,-3%,·,-14%,2%
Oc1ccccc1-c1cc(-c2ccccc2)no1,8%,-21%,-39%[inhibitor],-4%[38.3 µM],1%,3.2µM*,7%
COc1ccc(S(=O)(=O)N(CC(=O)O)c2ccccn2)cc1,2%,-2%,-2%,17%[38.3 µM],10%,7%,27%
O=C(NC(Cc1cc(=O)[nH]c2ccccc12)C(=O)O)c1ccc(Cl)cc1 (centres undefined),-5%,-3%,-28%,7%,17%,-14%,-4%
Oc1ccc(Br)cc1C=Nc1ccc2c3c(cccc13)CC2,-19%,3%,·,-9%,-1%,-11%,-11%
COC(=O)c1cc(NC(=O)c2cc(-c3ccccc3Cl)oc2C(F)(F)F)ccc1N1CCOCC1,-28%[9.22 µM],·,-21%[10 µM],·,·,·,8%
COC(=O)C1=C(COc2ccccc2)NC(=O)NC1c1ccc(Br)cc1 (centres undefined),-11%,-6%,·,13%,-9%,-18%,-4%[2.36 µM]
CN(C(=O)COC(=O)/C=C/c1ccc(S(=O)(=O)N2CCc3ccccc32)cc1)C1CCS(=O)(=O)C1 (centres undefined),17%[9.22 µM],0%,-15%,16%,-8%[46 µM],7%,0%
CCSc1sccc1C1C(C#N)=C(N)N(c2cccnc2)C2=C1C(=O)CCC2 (centres undefined),-6%,-3%,-12%[0.074 µM],3%[38.3 µM],-18%,12%,-3%
O=C(NCc1ccccc1C(F)(F)F)C1CC(c2cccc(F)c2)=NO1 (centres undefined),-11%[9.22 µM],·,-1%[10 µM],·,·,·,-5%
Cc1cc(C)n(-c2ccc(F)cc2)c(=O)c1C(=O)O,0%,-2%,5%,4%[38.3 µM],-8%,-7%,-7%
COc1ccc2c(C)cc3nncn3c2c1,2%,1%,15%[10 µM],4%,·,17%,3%
CC1Cc2ccccc2N1C(=O)CSc1nc2c(c(=O)n(C)c(=O)n2C)n1Cc1ccccc1 (centres undefined),?,-4%,-29%,18%[38.3 µM],?,-24%,-4%
CCOC(=O)Cn1nnc2c(sc3nc4c(c(-c5ccccc5)c32)CCC4)c1=O,-1%,-3%,-5%,26%[38.3 µM],2%,-15%,1%
Cc1ccc(OCC(=O)N/N=C2\CCOc3c(C)cccc32)cc1,17%,0%,-4%,7%[38.3 µM],-14%[0.0737 µM],-13%,3%
CN1CC(=O)N=C1N,5%,-10%,?,6%,-3%,0%,·
O=c1/c(=C\c2ccc(O)cc2)sc2nc(-c3ccccc3)c(-c3ccccc3)n12,-10%[9.22 µM],·,17%[10 µM],·,·,·,-1%
Cc1nc(C#N)c(NCc2ccc3c(c2)OCO3)o1,0%,-5%,-18%,27%[38.3 µM],-4%,9%,-1%

# Some of the entries so far, with two lines to a compound:
# The line under a structure holds: HttQ103 aggreg, KinaseGlo FLuc, HTT cytoprotect, IMPase Li cell, LMNA splice mod, SMN2 splice up, CBFb-RUNX1 inh
O=C(NC(Cc1cc(=O)[nH]c2ccccc12)C(=O)O)c1ccc(Cl)cc1 (centres undefined)
→ -5%, -3%, -28%, 7%, 17%, -14%, -4%
CC1Cc2ccccc2N1C(=O)CSc1nc2c(c(=O)n(C)c(=O)n2C)n1Cc1ccccc1 (centres undefined)
→ ?, -4%, -29%, 18%[38.3 µM], ?, -24%, -4%
CN(C(=O)COC(=O)/C=C/c1ccc(S(=O)(=O)N2CCc3ccccc32)cc1)C1CCS(=O)(=O)C1 (centres undefined)
→ 17%[9.22 µM], 0%, -15%, 16%, -8%[46 µM], 7%, 0%

# More entries
SMILES,HttQ103 aggreg,KinaseGlo FLuc,HTT cytoprotect,IMPase Li cell,LMNA splice mod,SMN2 splice up,CBFb-RUNX1 inh
CCOC(=O)c1ccccc1NC(=O)/C(C)=C/C(=O)O,10%,-3%,-24%,-4%[38.3 µM],4%,9%,-1%
Cc1ccccc1NC(=O)Cc1nnc(SCC(=O)Nc2ccccc2)n1C,2%,-1%,6%[10 µM],-4%,·,9%,-2%
COC(=O)c1sc(N)c(C(=O)OC)c1COC(=O)c1c(C)noc1C,-4%,8%,-62%[inhibitor],0%[38.3 µM],?,-6%,-5%
COc1ccc(CNc2ccc3c(c2)nc(C)n3C)cc1,-25%,-3%,-16%[10 µM],9%[38.3 µM],23%,11µM*,-2%
CCCCN(C(=O)CSc1nnc(-c2ccccc2OC)n1C)c1c(N)n(Cc2ccccc2)c(=O)[nH]c1=O,11%,-1%,17%[10 µM],-3%,1%,-7%,0%
CN(C)S(=O)(=O)N(CC(=O)NCCSCc1ccc(Cl)cc1)c1ccccc1,-13%[9.22 µM],·,-6%[10 µM],2%,·,·,3%
CCOC1OC(=O)C(Cl)=C1Nc1cc(C)ccc1C (centres undefined),13%,0%,-31%,-7%,·,-29%,1%
Cc1ccccc1OCC(=O)OCC(=O)Nc1cc(C(F)(F)F)ccc1N1CCOCC1,9%,1%,1%[10 µM],4%,-5%,13%,-5%
CC(C)CCNC(=O)Nc1ccc2c(c1)N(C)C(=O)CS2,19%,3%,-8%,1%[38.3 µM],9%,23%,3%
CCc1ccc(OCc2cnc(Cl)s2)cc1,12%,1%,-17%,3%,·,10%,25%
Cc1cc(C(=O)N/N=C/c2ccccn2)n[nH]1,·,-6%,·,2%,?,3%,?
Cc1ccsc1/C=C(\C#N)C(=O)NCc1cccnc1,-8%,-1%,23%[10 µM],-1%,-4%,11%,0%
COc1ccc(NC(=O)N2CCCc3ccccc32)cc1,-2%,11%,-10%,-2%[38.3 µM],-5%,-6%,5%
CCOC(=O)c1nc[nH]c1C,1%,-5%,-5%,8%[38.3 µM],5%,-20%,2%
Cc1cc(C(=O)NCc2nc(-c3ccccc3)no2)ccc1[N+](=O)[O-],?,4%,·,17%,?,7%,5%
C1CC1Cc1noc(CN2CCN(CC3CC3)CC2)n1,6%[9.22 µM],1%,17%[10 µM],11%,-5%[46 µM],·,5%
COc1ccc(CCn2c(=N)c(C(=O)N3CCN(C)CC3)cc3c(=O)n4ccccc4nc32)cc1,-16%,17%,-8%[0.074 µM],28%[38.3 µM],1%,-17%,5%
